CHT inh – inhibitors of human choline transporter CHT. CHT-expressing cells, membrane potential dye, choline response; stronger effect = lower value. B-score at 10 µM. hit rate 0.86% among 310,000. AID 488975, 2010;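 active = B-score over 3 SD under the library average, and starting fluorescence ratio not unusually high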;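 note: choline stimulus applied at its EC90 after an EC20 pre-addition; B-score computed on integrated fluorescence ratio after choline addition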
Target sequence (Q9GZV3 whole entry, looked up): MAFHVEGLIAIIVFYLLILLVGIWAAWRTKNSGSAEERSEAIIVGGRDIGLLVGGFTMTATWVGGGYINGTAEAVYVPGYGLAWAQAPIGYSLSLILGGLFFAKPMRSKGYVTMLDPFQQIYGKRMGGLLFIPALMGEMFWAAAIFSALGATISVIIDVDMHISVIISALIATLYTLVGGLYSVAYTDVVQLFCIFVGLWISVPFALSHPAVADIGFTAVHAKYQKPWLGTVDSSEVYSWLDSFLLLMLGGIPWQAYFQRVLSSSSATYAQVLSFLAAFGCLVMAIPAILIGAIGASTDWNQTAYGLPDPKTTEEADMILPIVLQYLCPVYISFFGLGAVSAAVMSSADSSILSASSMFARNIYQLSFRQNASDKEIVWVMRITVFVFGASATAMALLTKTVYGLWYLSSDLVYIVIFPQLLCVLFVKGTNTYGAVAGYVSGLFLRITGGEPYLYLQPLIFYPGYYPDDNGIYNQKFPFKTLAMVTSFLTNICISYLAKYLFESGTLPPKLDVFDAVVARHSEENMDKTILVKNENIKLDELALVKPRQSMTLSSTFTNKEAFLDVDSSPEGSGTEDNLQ
CHT allo act – CHT positive allosteric modulators, primary screen, cell-based, membrane potential dye, choline EC20; High affinity choline transporter 1 (Homo sapiens), Q9GZV3; CHT-expressing cells; stronger effect = higher value; LV-AA mutant CHT in HEK293 cells; B-score at 10 µM; hit rate 0.49% among 310,000; AID 488977, 2010;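 active = initial fluorescence not abnormally high and integrated response B-score, plate-corrected, over 3 SD above library mean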
Active calls of the source: *; i = inactive.

The opening 24 records as a preview:
item	compound	CHT inh	CHT allo act
1	FC(F)(F)c1ccc(-c2nnc(-c3ccccn3)c(-c3ccccn3)n2)nc1	i	i
2	COC(=O)c1cc(=O)n(Cc2cccs2)c(=NCc2cccs2)s1	i	i
3	Cc1ccc(NC(=O)C2CCN(C(=O)c3cccs3)CC2)c(C)c1	i	i
4	COc1cc(/C=C/c2cccc[n+]2C)ccc1OCC(=O)Nc1ccccc1C	i	i
5	O=C(Cc1cccs1)Nc1nnc(SCc2cccc3ccccc23)s1	i	i
6	COC(=O)c1ccc2c(=O)n(Cc3ccc(C(=O)NC(C)C)cc3)c(=S)[nH]c2c1	i	i
7	N#Cc1c(-c2ccccc2)c(-c2ccccc2)n(Cc2ccco2)c1NC(=O)c1cccs1	i	i
8	[S-]C(=Nc1ccc(Cl)cc1)N[n+]1ccccc1	i	i
9	O=C(NNC(=O)c1cc(-c2ccccc2)nn1-c1ccccc1)c1ccccc1	i	i
10	COc1ccc(-c2ccc(CCC(=O)O)n2NC(=O)c2ccc(C(C)(C)C)cc2)cc1	i	i
11	CCOC(=O)Cn1c2ccc(F)cc2c2nc(C)sc21	i	i
12	Clc1cccc(NCc2nnc(SCc3ccccc3)o2)c1	i	i
13	COc1ccc(S(=O)(=O)Nc2ccc(Cc3ccncc3)cc2)cc1OC	i	i
14	O=Cc1cn(-c2ccccc2)nc1-c1cccnc1	i	i
15	CCCSc1nc(C)cc(C)c1C(N)=O	i	i
16	COc1ccc(Cn2c(=O)sc3ccccc32)cc1	i	i
17	Cc1c(Cc2ccccc2)sc(/N=C/c2c(O)ccc3ccccc23)c1C(N)=O	i	i
18	CC(c1ccccc1)n1cc(C(=O)NCC2COc3ccccc3O2)nn1 (stereo unspecified)	i	i
19	COC(=O)c1cc(=O)n(-c2ccc(F)cc2)c(=Nc2ccc(F)cc2)s1	i	i
20	O=C(c1ccc(C(F)(F)F)cc1)C1CCCN(C(=O)CCc2ccncc2)C1 (stereo unspecified)	i	i
21	Cc1ccc(C(=O)OCC(=O)Nc2ccc3[nH]c(=O)[nH]c3c2)o1	i	i
22	O=C(NC(=S)NCC1CCCO1)c1ccccc1[N+](=O)[O-] (stereo unspecified)	i	i
23	CC1(C)Cc2c(cnn2-c2ccc(F)cc2)C(NC(=O)CCn2cncn2)C1 (stereo unspecified)	i	i
24	Cc1ccc(OCCNC(=O)Cc2ccc(S(=O)(=O)N3CCOCC3)s2)cc1	i	i

The whole of this part, from the start:
item	compound	CHT inh	CHT allo act
1	FC(F)(F)c1ccc(-c2nnc(-c3ccccn3)c(-c3ccccn3)n2)nc1	i	i
2	COC(=O)c1cc(=O)n(Cc2cccs2)c(=NCc2cccs2)s1	i	i
3	Cc1ccc(NC(=O)C2CCN(C(=O)c3cccs3)CC2)c(C)c1	i	i
4	COc1cc(/C=C/c2cccc[n+]2C)ccc1OCC(=O)Nc1ccccc1C	i	i
5	O=C(Cc1cccs1)Nc1nnc(SCc2cccc3ccccc23)s1	i	i
6	COC(=O)c1ccc2c(=O)n(Cc3ccc(C(=O)NC(C)C)cc3)c(=S)[nH]c2c1	i	i
7	N#Cc1c(-c2ccccc2)c(-c2ccccc2)n(Cc2ccco2)c1NC(=O)c1cccs1	i	i
8	[S-]C(=Nc1ccc(Cl)cc1)N[n+]1ccccc1	i	i
9	O=C(NNC(=O)c1cc(-c2ccccc2)nn1-c1ccccc1)c1ccccc1	i	i
10	COc1ccc(-c2ccc(CCC(=O)O)n2NC(=O)c2ccc(C(C)(C)C)cc2)cc1	i	i
11	CCOC(=O)Cn1c2ccc(F)cc2c2nc(C)sc21	i	i
12	Clc1cccc(NCc2nnc(SCc3ccccc3)o2)c1	i	i
13	COc1ccc(S(=O)(=O)Nc2ccc(Cc3ccncc3)cc2)cc1OC	i	i
14	O=Cc1cn(-c2ccccc2)nc1-c1cccnc1	i	i
15	CCCSc1nc(C)cc(C)c1C(N)=O	i	i
16	COc1ccc(Cn2c(=O)sc3ccccc32)cc1	i	i
17	Cc1c(Cc2ccccc2)sc(/N=C/c2c(O)ccc3ccccc23)c1C(N)=O	i	i
18	CC(c1ccccc1)n1cc(C(=O)NCC2COc3ccccc3O2)nn1 (stereo unspecified)	i	i
19	COC(=O)c1cc(=O)n(-c2ccc(F)cc2)c(=Nc2ccc(F)cc2)s1	i	i
20	O=C(c1ccc(C(F)(F)F)cc1)C1CCCN(C(=O)CCc2ccncc2)C1 (stereo unspecified)	i	i
21	Cc1ccc(C(=O)OCC(=O)Nc2ccc3[nH]c(=O)[nH]c3c2)o1	i	i
22	O=C(NC(=S)NCC1CCCO1)c1ccccc1[N+](=O)[O-] (stereo unspecified)	i	i
23	CC1(C)Cc2c(cnn2-c2ccc(F)cc2)C(NC(=O)CCn2cncn2)C1 (stereo unspecified)	i	i
24	Cc1ccc(OCCNC(=O)Cc2ccc(S(=O)(=O)N3CCOCC3)s2)cc1	i	i
25	CC(=O)c1cccc(NC(=O)COC(=O)COc2ccccc2C)c1	i	i
26	COCCN1Cc2cccc(C(=O)N3CCN(c4ccccc4)CC3)c2C1=O	i	i
27	N#CC1(Cc2ccc(Cl)cc2)c2ccccc2C=CN1C(=O)c1ccccc1 (stereo unspecified)	i	i
28	COc1ccc(CN2CCN(CC(O)Cn3c4ccccc4c4ccccc43)CC2)cc1 (stereo unspecified)	i	i
29	COc1ccc(NS(=O)(=O)c2ccc(Cl)s2)cn1	i	i
30	CN(C)Cc1c(O)ccc2c(-c3ccccc3)cc(=O)oc12	i	i
31	O=Cc1ccc(OCc2nnsc2Cl)cc1	i	i
32	C/C(=N\NC(=O)C1(C)CC1(Br)Br)c1ccc(C)cc1C (stereo unspecified)	i	i
33	COc1ccc(N2CCN(CCCNC(=O)C(=O)c3c(C)n(C)c4ccccc34)CC2)cc1	i	i
34	Cc1ccccc1-n1nc2c(c1NC(=O)C(C)(C)C)CS(=O)(=O)C2	i	i
35	CC(C)(C)c1ccc(OCC(=O)NCc2ccco2)cc1	i	i
36	N=C1CCCN1CC(=O)c1ccc(Cl)cc1	-10.1*	i
37	COC(=O)CC1SC(=O)NC1=Nc1ccccc1 (stereo unspecified)	i	i
38	CCOc1ccc(C(C)NC(=O)c2cccnc2OCC)cc1OCC (stereo unspecified)	i	i
39	COC(=O)c1cc(C)sc1NC(=O)C1C2C=CC(CC2)C1C(=O)O (stereo unspecified)	i	i
40	O=C(COc1ccccc1)N=C1SC2CS(=O)(=O)CC2N1c1cccc(F)c1 (stereo unspecified)	i	i
41	Cn1c(SCC(=O)Nc2ccc(F)cc2)nc2c(c1=O)SCC2	i	i
42	Cc1ccc(C)c(NC(=O)CSc2nnc(-c3ccncc3)n2N)c1	i	i
43	O=C(NNc1c(Cl)cncc1Cl)c1cccs1	i	i
44	Cc1cc(C)cc(N(CC(=O)N2CCn3c2nc2ccccc23)S(=O)(=O)c2c(C)noc2C)c1	i	i
45	S=C(Nc1cccnc1)N1CCN(c2ccccc2Cl)CC1	i	i

Entries listed above marked active in CHT inh.
| nr | SMILES | CHT inh |
| --- | --- | --- |
| 36 | N=C1CCCN1CC(=O)c1ccc(Cl)cc1 | -10.1* |

The results go on:
item	compound	CHT inh	CHT allo act
46	Cc1ccc(CC(=O)NCCc2ccc(S(N)(=O)=O)cc2)cc1	i	i
47	Cc1ccc(NC(=O)CSC2=C(C#N)C(c3ccco3)CC(=O)N2)cc1 (stereo unspecified)	i	i
48	CN(C)S(=O)(=O)n1cc(/C=C(\NC(=O)c2ccccc2Cl)C(=O)N2CCOCC2)c2ccccc21	i	i
49	CC(C)c1ccccc1NC(=O)CNC(C)c1ccc(F)cc1 (stereo unspecified)	i	i
50	Nc1nc(SCc2ccc([N+](=O)[O-])cc2)nc2nc3c(cc12)CCCC3	i	i
51	COCCOC(=O)C1=C(N)OC2=C(C(=O)CC(C)(C)C2)C1c1cccnc1 (stereo unspecified)	i	i
52	CS(=O)(=O)c1ccc2nc(NC(=O)c3ccccc3Cl)sc2c1	i	i
53	O=C(NCCc1ccccc1)C(=O)NCCC1CCCCN1S(=O)(=O)c1ccccc1 (stereo unspecified)	i	i
54	CCN(Cc1ccccc1)C(=O)c1cccc(OC2CCN(C(=O)C3CC3)CC2)c1	i	i
55	C=CCNCCOCCOc1ccc(C)cc1[N+](=O)[O-]	i	i
56	CCC1Oc2ccc(Cl)cc2N(CC(=O)O)C1=O (stereo unspecified)	i	i
57	Cc1c(C2CC(=O)N(c3ccccc3)C2=O)[nH]n(-c2ccccc2)c1=O (stereo unspecified)	i	i
58	CN(Cc1ccon1)C(=O)C1CCN(C2CCN(CCCc3ccccc3)CC2)CC1	i	i
59	C=CCn1c(NCCc2ccccc2)nc2c1c(=O)n(C)c(=O)n2C	i	i
60	Cc1ccccc1-c1nnc(SCC(=O)NC2CCCC2)o1	i	i
61	COc1ccc(CNCc2cc3c(C(C)(C)C)nn(-c4ccccc4)c3[nH]c2=O)cc1	i	i
62	O=c1cc(N2CCCCCC2)[nH]c(=O)n1-c1ccc(Cl)cc1	i	i
63	CC(C)C(OC(=O)CN1C(=O)COc2ccccc21)C(=O)NC1CCCCC1 (stereo unspecified)	i	i
64	COc1ccc(S(=O)(=O)Nc2c(C)cccc2C)cc1-n1cnnn1	i	i
65	O=C(COc1ccc(-c2nnco2)cc1)Nc1c(Cl)cccc1C(F)(F)F	i	i
66	Cn1c(SCc2nc(-c3ccc(Cl)cc3)no2)nnc1-c1ccco1	i	i
67	Cc1cc(C)cc(NC(=O)COC(=O)CCCNC(=O)c2ccc(Cl)cc2)c1	i	i
68	O=C(NC1=NCCS1)c1sc2cc(F)ccc2c1Cl	i	i
69	Cn1c(-c2ccc[nH]c2=O)nc2cc(Cl)ccc21	i	i
70	CC(CNC(=O)c1ccccc1[N+](=O)[O-])NC(=O)c1ccccc1[N+](=O)[O-] (stereo unspecified)	i	i
71	CCc1cc(=O)oc2c(C)c(OCC(=O)NC3CC(C)(C)NC(C)(C)C3)ccc12	i	i
72	COc1ccccc1N1CCNC(C)C1=O (stereo unspecified)	i	i
73	Cc1ccc(S(=O)(=O)Nc2cnn(-c3ccccc3)c(=O)c2Cl)cc1	i	i
74	Cc1ccccc1Cn1c(=O)n(Cc2ccco2)c(=O)c2ccccc21	i	i
75	CCOC(=O)c1cc2sc(C)cc2n1CC(=O)N1CCOCC1	i	i

Reprinted at random: 2 compounds from above, in no set order.
item	compound	CHT inh	CHT allo act
17	Cc1c(Cc2ccccc2)sc(/N=C/c2c(O)ccc3ccccc23)c1C(N)=O	i	i
25	CC(=O)c1cccc(NC(=O)COC(=O)COc2ccccc2C)c1	i	i

(listing goes on)
item	compound	CHT inh	CHT allo act
76	COc1ccc(CN(Cc2cccnc2)C(=S)NCCc2ccccc2)cc1OC	i	i
77	O=C(c1cc(C(=O)c2ccco2)cc(C(=O)c2ccco2)c1)c1ccco1	i	i
78	Cc1ccc(C)n1-c1ccc2c(c1)COC2=O	i	i
79	Cc1c(NS(=O)(=O)c2ccc3nc(COc4ccccc4Cl)[nH]c3c2)c(=O)n(-c2ccccc2)n1C	i	i
80	COc1ccc(C(=O)C2CCCN(S(=O)(=O)c3cccc(C)c3)C2)c(C)c1 (stereo unspecified)	i	i
81	CC(=O)N1Cc2ccccc2C(C)CC12CCCC2 (stereo unspecified)	i	i
82	O=C(Nc1ccc(Cl)cc1)/C(=C1\CCCN1)[N+](=O)[O-]	i	i
83	O=C(N/C(=C\c1ccc([N+](=O)[O-])cc1)C(=O)N1CCCCC1)c1ccccc1Br	i	i
84	CC1(C)CC(NC(=O)C(Cl)(Cl)Cl)CC(C)(C)N1	i	i
85	Cc1ccc(NC(=O)CSc2nnc(COc3ccccc3C)o2)cc1	i	i
86	C[C@H](NC(=O)C1CC(=O)N(c2ccc3c(c2)OCCO3)C1)C(=O)N1CCCCC1 (stereo partly specified)	i	i
87	N#Cc1cccc(NC(=O)CCC2CCCC2)c1	i	i

Compound activity deposited in PubChem BioAssay by Johns Hopkins Ion Channel Center.
